# Insulin prom up: MIN6 insulin promoter up-regulation; z-score at 5 µM; MIN6 insulin promoter-GFP reporter, high-content imaging; active compounds read high; actives 0.3% (n = 190,000); AID 1625;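 active = z-score above 3 at 5 µM with at least 500 cells counted in the well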
# M17LAP inhibition: P. falciparum M17LAP inhibitors, primary screen, biochemical, fluorogenic H-Leu-NHMec substrate, 1536-well (AID 1619). recombinant M17LAP, H-Leu-NHMec fluorogenic kinetic assay; higher % means a stronger effect. inhibition, % at 30 µM; hits with a dose series show IC50 in µM. actives 0.38% (n = 220,000);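 active = compound inhibiting the enzyme by more than half at any dose during confirmatory dose-response retesting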;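 also: plate controls were full reaction with DMSO carrier for no effect and no enzyme background for full effect; strong numbers were not always called active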
# P. falciparum M1AAP: malaria alanyl aminopeptidase activity blockers – biochemical, fluorogenic H-Leu-NHMec substrate, 1536-well (AID 1445). inhibition, % at 30 µM, or IC50 in µM where a hit was titrated. recombinant M1AAP, H-Leu-NHMec fluorogenic kinetic assay; higher % means a stronger effect. actives 0.42% (n = 220,000);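 active = primary inhibition above the hit cutoff, then over 50% inhibition at one or more dose response concentrations, cut at about 23% in these data, passing the limit was not always enough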;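 also: plate controls were DMSO full reaction for no effect and no enzyme background for full effect; strong numbers were not always called active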
# Dynein cargo inh: dynein cargo transport inhibition. 3617.4 mouse cells, GR-EGFP nuclear translocation imaging; test concentration mostly 20 µM; stimulated with dexamethasone, 1 µM; active compounds read low. z-score, hits read low. actives 0.47% (n = 220,000);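 active = plate z-score of nuclear minus cytoplasmic receptor signal below a set negative limit, without overly bright fluorescence or cell loss, cut at about -3.5 in these data, passing the limit was not always enough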;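 also: z-score of nuclear minus cytoplasmic ring GR-EGFP intensity difference per well; some compounds called inactive have numbers as strong as hits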
#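 Buffer or medium – tet-free medium with charcoal-stripped serum · Signal – automated 10x imaging of fixed Hoechst-stained cells · Also added – dexamethasone agonist, 1.0 µM final, for 30 min · Incubation – induction 48 h, compound 1 h, agonist 30 min · Read-out – GR-EGFP nuclear translocation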
# Autophagy HCS: autophagy modulation, high-content screen | calls only at 10 µM (by protocol) | AID 463193 | MEF GFP-LC3 puncta imaging; test concentration mostly 10 µM | actives 0.98% (n = 190,000);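 active = percentage of spot-positive cells more than 3 SD above its plate mean, without a fluorescence outlier flag or 80% toxicity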;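 also: spot-positive cell cutoff set from DMSO-treated cells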
# Hep lipid drop: hepatic lipid droplet formation modulation; inhibition, % at 6.5 µM; AML12 mouse hepatocytes, oleate lipid droplets, BODIPY imaging; actives 0.4% (n = 240,000);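 active = lipid droplet intensity inhibited by at least 50%, with more than 500 cells counted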
#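 Assay system: AML12 hepatocytes (mouse) / Also added: 100 µM oleic acid challenge / Times: overnight treatment with compound plus oleate / Detection: high-content imaging of BODIPY-stained droplets and DAPI nuclei / Evaluation: % inhibition of lipid droplet signal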
# Yfh1-off respiration: mitochondrial function rescue without frataxin homolog – Friedreich's ataxia, plus single-dose screen, dose response (AID 1465). S. cerevisiae Yfh1-off respiration, WST-1 reduction, 72 h; higher fold induction means a stronger effect. fold induction at 50 µM; hits with a dose series show EC50 in µM. actives 0.074% (n = 220,000);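 active = fold induction of absorbance versus untreated yeast above a set limit, then at least 30% activation at any dose in follow-up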;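 also: activators that raise dye reduction in frataxin-depleted yeast; strong numbers were not always called active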
# MT stabilize HCS: stabilizes microtubules in HeLa cells | actives 0.83% (n = 200,000) | % tubulin-high responders, % at 10 µM | HeLa tubulin immunostaining HCS, 24 h; share of cells brighter than vehicle mean+2SD;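 active = plate Z-score above 3 for both tubulin-high and condensed-nucleus cell shares, with cell loss under 80%, at 10 µM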;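 also: anti alpha tubulin signal scored within the nucleus-defined area of each cell; some results filed as inactive read as strong as hits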
# CSM14.1 death rescue: rescue of cells from ER stress-induced death, primary screen, 384-well, CSM14.1, thapsigargin, ATP luminescence (AID 1222). CSM14.1 thapsigargin-induced death rescue, ATP luminescence; higher % means a stronger effect. one-dose cellular ATP content (survival), % at 20 µM; EC50 in µM for titrated hits. 190,000 tested, under 10 active;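 active = EC50 below 50 µM in the dose-response confirmation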;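 also: death triggered by thapsigargin at about 15 µM added after 2 h compound pretreatment; cell ATP read after overnight thapsigargin exposure of roughly 18 to 22 hours; normalized against plate controls of thapsigargin alone and 5% DMSO vehicle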
# Dynein cargo inh cytoplasmic EGFP: recorded beside Dynein cargo inh, whose call it bears; z-score; measured here: cytoplasmic GR-EGFP intensity; active compounds read high
# Dynein cargo inh nuclear GR-EGFP: recorded beside Dynein cargo inh, whose call it bears; z-score; measured here: nuclear GR-EGFP intensity;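 lower value marks the stronger effect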
# Dynein cargo inh cell count: further read-out of Dynein cargo inh, marked with its call; z-score; measured here: cell count per field
# Insulin prom up cell count: further read-out of Insulin prom up, marked with its call; cell count; measured here: cytotoxicity, nuclei count;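 total cells summed across four imaged fields per well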
# Hep lipid drop cells 6.5 µM: second read-out of Hep lipid drop, no call of its own (marks repeat the call); cell count; measured here: cell count, cytotoxicity flag;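 cells counted across two imaged fields per well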
# MT stabilize HCS Hoechst-high %: recorded beside MT stabilize HCS, whose call it bears; % Hoechst-high responders; measured here: nuclear condensation Hoechst responders;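 share of cells brighter than vehicle mean plus two SD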
# MT stabilize HCS cytotoxicity %: further read-out of MT stabilize HCS, marked with its call; toxicity, %; measured here: cytotoxicity by cell density;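 0% = mean cell density of plate MIN control wells and 100% = no cells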
# Autophagy HCS cell loss 18 h: recorded beside Autophagy HCS, whose call it bears; toxicity, %; measured here: cell loss, nuclei count;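 cell loss after 18 h compound exposure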
# The depositor's hits bear a star; i = inactive; . = not tested or not shown.
SMILES,Insulin prom up,Insulin prom up cell count,M17LAP inhibition,P. falciparum M1AAP,Dynein cargo inh,Dynein cargo inh cytoplasmic EGFP,Dynein cargo inh nuclear GR-EGFP,Dynein cargo inh cell count,Autophagy HCS,Autophagy HCS cell loss 18 h,Hep lipid drop,Hep lipid drop cells 6.5 µM,Yfh1-off respiration,MT stabilize HCS,MT stabilize HCS Hoechst-high %,MT stabilize HCS cytotoxicity %,CSM14.1 death rescue
O=C(CSc1n[nH]c(=O)[nH]c1=O)c1ccccc1,-0.23,1583,-14.1%,1.6%,0.573,-0.3,0.686,-0.596,i,-1.2,4.5,678,i,1.2,1.7,4.4,-2.1%
COc1cccc(NC(=O)CCNC(=O)c2ccccc2Cl)c1,-0.05,1239,1.1%,7.6%,-0.194,-0.346,-0.557,-0.573,i,-10.8,-13.0,682,i,2.4,2.5,7.0,-4.6%
CC(=O)N(c1cccc(Br)c1)c1nc(C)cc(C)c1C#N,0.02,1087,-4.0%,2.4%,-1.33,-0.224,-0.683,0.542,.,.,-1.3,694,i,.,.,.,.
CCCCN1C(N)=NC[C@@H]1Cc1ccc(O)cc1,-0.16,1068,15.0%,-0.1%,0.0769,-0.813,0.0896,0.591,.,.,13.9,722,i,.,.,.,.
CCOC(=O)N1CCN(c2cc3[nH]c(=S)[nH]c3cc2F)CC1,0.05,1914,-12.1%,5.7%,-0.466,0.176,-0.472,0.887,i,-5.6,-6.8,657,i,3.0,2.0,6.1,-2.2%
COc1cc(/C(C)=N/NC(=O)CSc2nnc(C)s2)ccc1O,-0.16,1107,-1.6%,-0.5%,0.396,-0.236,0.879,-0.706,.,.,4.5,735,i,.,.,.,.
COc1ccc(S(=O)(=O)N2CCOC2CNC(=O)C(=O)NCCc2c[nH]c3ccccc23)cc1 (centres undefined),-0.26,1141,-12.1%,-1.3%,-0.578,-0.238,0.46,0.312,i,6.1,-13.0,705,.,3.5,2.1,3.1,-2.2%
COCCn1c(SCC(=O)Nc2sccc2C(N)=O)nnc1-c1ccncc1,.,.,-3.2%,10.5%,-0.811,-0.259,-0.371,0.221,i,-4.6,2.1,667,i,2.3,2.1,0.2,1.4%
COc1ccc(-n2nc(C)c3onc(C)c3c2=O)cc1,.,.,2.9%,9.2%,0.273,-0.291,-0.0958,0.542,.,.,-3.8,705,i,.,.,.,.
O=C1NC[C@@H](Cc2ccc(O)cc2)N(CCc2cccc3ccccc23)C1=O,0.55,872,-7.8%,4.8%,1.76,-0.768,1.05,-1.03,.,.,-16.1,678,i,.,.,.,.
CCCc1n(CC)c2ccccc2[n+]1CC(O)COC1CCCCC1 (centres undefined),.,.,-1.4%,17.2%,-0.428,-0.308,-0.208,0.392,i,-41.0,-40.7,694,i,4.1,1.4,2.9,-1.2%
CC(Cl)c1cc(-c2ncc(C(F)(F)F)cc2Cl)no1 (centres undefined),-0.27,1209,-2.0%,1.5%,-0.407,-0.35,-0.3,1.08,i,-1.1,3.8,712,i,2.8,1.7,5.7,.
O=C(CN1C(=O)CNC1=O)Nc1cccc(C(F)(F)F)c1,.,.,9.7%,-1.6%,0.717,-0.199,1.1,-0.863,i,-4.7,-11.6,663,i,2.0,0.2,15.5,-3.5%
O=C(c1ccco1)N1CCN(Cc2nc3ccccc3c(=O)n2-c2ccc(F)cc2)CC1,.,.,-7.5%,11.8%,0.035,-0.0247,-0.0825,0.383,i,-0.2,12.0,820,i,1.5,1.7,9.1,2.9%
CCOc1ccc(S(=O)(=O)N/N=C(\C)Cc2ccc(OC)cc2)cc1,0.01,1161,-0.5%,6.2%,1.13,-0.251,0.711,-0.514,i,-4.3,5.3,701,i,2.5,2.7,8.1,-1.7%
COc1ccccc1/C=C/C(=O)OCC(=O)Nc1cc(C(F)(F)F)ccc1N1CCOCC1,0.75,1417,-3.6%,-4.0%,0.398,-0.224,0.035,0.0439,i,2.7,-29.6,483,i,19.3*,20.3*,53.0*,-2.3%
Cc1ccc(S(=O)(=O)N2CCC(=O)N(C(COCc3ccc(Cl)c(Cl)c3)Cc3ccccc3)CC2)cc1 (centres undefined),-1.45,1137,-1.1%,1.5%,0.0161,-0.204,0.359,0.277,i,-1.1,-15.0,732,i,3.0,2.9,6.0,-4.5%
COc1cccc(C(O)Cc2nc3ccccc3n2C)c1OC (centres undefined),0.25,1449,.,.,1.99,-0.0463,2.04,-1.59,i,2.2,0.6,740,i,3.7,1.6,9.8,-0.6%
O=C(NCC1CCCO1)c1cc(NS(=O)(=O)c2cccs2)cc(NS(=O)(=O)c2cccs2)c1 (centres undefined),-0.38,1135,15.0%,6.0%,0.418,-0.166,0.285,0.0223,i,-14.3,6.7,731,i,2.0,1.8,5.5,6.6%
CCc1cccc2c1NC1(CCCC1)CC2C (centres undefined),-0.03,1024,.,.,0.0622,-0.834,-0.174,0.267,.,.,-1.0,633,i,.,.,.,.
COc1ccc(-c2cc(C(F)(F)F)nc(SCCC(=O)N3CCOCC3)n2)cc1,-0.47,1345,0.1%,2.1%,-0.376,-0.0792,-0.813,-0.0885,i,4.4,-17.3,685,i,2.2,0.9,3.0,-1.3%
O=C(Nc1cccc(Cl)c1)Nc1ccc2c(c1)C(=O)OC2,0.37,1507,16.1%,5.8%,0.17,-0.271,0.212,0.449,i,-10.9,-27.5,475,i,3.1,2.7,11.1,-2.0%
CC1=C(C(=O)Nc2cccnc2)C(c2ccccn2)n2nnnc2N1 (centres undefined),.,.,0.3%,-2.5%,1.15,-0.127,1.09,-1.4,i,19.9,.,.,i,7.0,2.9,7.0,1.0%
CCOc1cc(NC(=O)CC(C)C)c(OCC)cc1NC(=O)CCn1nnc2ccccc21,0.2,1473,-9.2%,-0.4%,0.345,-0.206,0.788,-0.562,i,1.0,.,.,i,4.6,1.8,5.6,-0.4%
COc1ccc2c(c1)c(CC(=O)Nc1cc(C)ccc1C)c(C)n2C(=O)c1ccc(Cl)cc1,-2.52,530,-2.5%,1.1%,-0.39,0.0292,0.437,0.671,i,-5.0,68.4*,647*,i,3.4,1.9,11.5,0.1%

# Continued:
SMILES,Insulin prom up,Insulin prom up cell count,M17LAP inhibition,P. falciparum M1AAP,Dynein cargo inh,Dynein cargo inh cytoplasmic EGFP,Dynein cargo inh nuclear GR-EGFP,Dynein cargo inh cell count,Autophagy HCS,Autophagy HCS cell loss 18 h,Hep lipid drop,Hep lipid drop cells 6.5 µM,Yfh1-off respiration,MT stabilize HCS,MT stabilize HCS Hoechst-high %,MT stabilize HCS cytotoxicity %,CSM14.1 death rescue
CS(=O)(=O)N(CC(=O)NCCC1=CCCCC1)c1ccc2c(c1)OCO2,-0.02,1192,3.4%,-1.7%,-0.541,-0.294,-0.932,1.48,i,-3.4,5.9,745,i,3.6,1.0,6.8,-2.7%
COCCCNC(=S)N1CCN(S(C)(=O)=O)CC1,0.07,1258,-8.4%,7.5%,-0.534,-0.299,-0.551,1.24,i,-22.4,4.3,571,i,6.0,2.3,6.5,2.8%
CCC1S/C(=N/N=C/c2ccco2)N(c2ccc(F)cc2)C1=O (centres undefined),0.07,1378,5.9%,2.1%,0.476,-0.335,-0.209,0.171,i,0.2,-4.0,686,i,3.5,1.5,2.8,-1.8%
COC(=O)Nc1nnc(-c2ccc(OC)cc2)s1,-0.15,1088,-2.7%,1.9%,-0.0245,0.111,0.209,0.255,.,.,16.9,742,i,.,.,.,.
Cc1cc(C(=O)OCC(=O)NCc2ccc(Cl)cc2)c(C)o1,-0.44,1240,-17.8%,-6.7%,1.28,-0.203,0.798,-0.455,i,-10.1,-5.6,651,i,4.5,2.9,5.5,-2.3%
C/C(Cn1nnc([N+](=O)[O-])n1)=N\NC(=O)c1cccc(Cl)c1,-0.31,1318,9.7%,6.2%,0.0457,-0.00599,0.696,0.214,i,19.4,.,.,i,1.6,1.0,9.5,-2.5%
O=C(CN1CCN(Cc2ccccc2)CC1)N/N=C/c1cccnc1,0.01,1404,-3.0%,0.4%,-0.506,-0.138,-0.212,0.129,.,.,11.7,694,i,.,.,.,.

# Three entries from above, ordered by number of heavy atoms, smallest number first:
SMILES,Insulin prom up,Insulin prom up cell count,M17LAP inhibition,P. falciparum M1AAP,Dynein cargo inh,Dynein cargo inh cytoplasmic EGFP,Dynein cargo inh nuclear GR-EGFP,Dynein cargo inh cell count,Autophagy HCS,Autophagy HCS cell loss 18 h,Hep lipid drop,Hep lipid drop cells 6.5 µM,Yfh1-off respiration,MT stabilize HCS,MT stabilize HCS Hoechst-high %,MT stabilize HCS cytotoxicity %,CSM14.1 death rescue
COCCCNC(=S)N1CCN(S(C)(=O)=O)CC1,0.07,1258,-8.4%,7.5%,-0.534,-0.299,-0.551,1.24,i,-22.4,4.3,571,i,6.0,2.3,6.5,2.8%
CCC1S/C(=N/N=C/c2ccco2)N(c2ccc(F)cc2)C1=O (centres undefined),0.07,1378,5.9%,2.1%,0.476,-0.335,-0.209,0.171,i,0.2,-4.0,686,i,3.5,1.5,2.8,-1.8%
O=C(CN1CCN(Cc2ccccc2)CC1)N/N=C/c1cccnc1,0.01,1404,-3.0%,0.4%,-0.506,-0.138,-0.212,0.129,.,.,11.7,694,i,.,.,.,.

# Compound activity as filed in PubChem BioAssay.

# An unsorted share of the library; 3.5% or so of the library scored in one or more.
